Screening results deposited in PubChem BioAssay by National Center for Advancing Translational Sciences (NCATS).
A549 viability: Nrf2 qHTS screen for inhibitors: counterscreen for cytotoxicity; hit rate 0.16% among 390,000; A549 ARE-Fluc cells, CellTiter-Fluor viability, 18-24 h; Potency, µM (titrated, usually from 46 µM), for the others: top-dose activity change, negative = cytotoxicity, hits mostly inhibitors; note: % is set by controls: 0 for no effect and ±100 for the full control effect
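A549 ARE_Fluc cells in 5% FBS OPTI-MEM were exposed to compounds in concentration-response for 18-24 h at 37 deg C. Viability was read by CellTiter-Fluor fluorescence (Ex 405/Em 525) after 30 min, before the luciferase read.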
ATXN2 expr inh: Primary qHTS for Inhibitors of ATXN expression; HEK-293 ATXN2-luciferase reporter, luminescence, 24 h; Potency, µM (series often up to 57 µM), without a hit: at the top dose activity change, negative = inhibition, actives largely listed as inhibitors; hit rate 0.72% among 360,000; note: % is set by controls: 0 for no effect and ±100 for the full control effect; nearly all actives have a fitted effect of over 55% in size
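ATXN2-luciferase reporter cells (luciferase flanked by upstream and downstream ATXN2 gene portions) were treated 24 h at 37 °C with compounds at up to 57 uM. SteadyGlo luminescence gave expression; GF-AFC fluorescence gave viability.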
Nrf2 activator: qHTS of Nrf2 Activators; Potency, µM (top dose mostly 46.1 µM), inactives show top-dose activation, usual class: activators; hit rate 0.31% among 410,000; AREc32 ARE-luciferase reporter (MCF7-derived line), luminescence, 24 h; note: % of control where 0% means no effect; nearly all actives have a fitted effect of over 65% in size
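Luminescent ARE reporter assay in AREc32_Fluc cells: overnight plating at 37 deg C, 24 hr compound incubation, Steady-Glo added, 30 min RT before reading.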
Nrf2 block: Nrf2 qHTS screen for inhibitors; A549 ARE-Fluc reporter, luciferase luminescence, 18-24 h; Potency, µM (top dose mostly 46 µM), for inactives: top-dose activity change, negative = inhibition, usual class: inhibitors; hit rate 2.1% among 360,000; AID 504444, 2011; note: % is set by controls: 0 for no effect and ±100 for the full control effect; nearly all actives have a fitted effect of over 60% in size
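Nrf2 activity is the BugLite luminescence, read 15 min after reagent at room temperature, following CellTiter-Fluor cytotoxicity readout (30 min, 37C). Compound titrations were applied for 18-24 h to 5000 A549 ARE_Fluc cells/well in 5% FBS OPTI-MEM.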
MCF10A rerep: A quantitative high throughput screen for small molecules that induce DNA re-replication in MCF 10a normal breast cells; MCF 10A DNA re-replication, Hoechst nuclear intensity, 48 h; Potency, µM (titrated, usually from 46.1 µM), for the others: top-dose activity, positive = re-replication, usual class: activators; hit rate 2.9% among 350,000; AID 624296, 2012; note: % of control where 0% means no effect; nearly all actives have a fitted effect of over 50% in size
S2 tox: Viability Counterscreen for Primary qHTS for Inhibitors of ATXN expression | Potency, µM (series often up to 56.7 µM), usual class: cytotoxic | AID 651635, 2014 | S2 cells (HEK-293 line with an ATXN2-luciferase reporter) viability, CellTiter-Fluor protease fluorescence, 24 h | hit rate 0.49% among 400,000; note: nearly all actives have a fitted effect of over 40% in size
TGFb SMAD3 inh: qHTS for Inhibitors of TGF-b; HepG2 CAGA-GFP TGF-b/SMAD3 reporter, GFP fluorescence, 18 h; TGF-beta stimulated, 500 pg/mL final; Potency, µM (highest dose often 46.1 µM), for the others: at the highest dose activity, negative = inhibition, hits mostly inhibitors; hit rate 1.2% among 410,000; AID 588855, 2011; note: % is set by controls: 0 for no effect and ±100 for the full control effect; nearly all actives have a fitted effect of over 65% in size
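Inhibition was scored as loss of TGF-beta-induced (500 pg/mL final, 18 hours, 37 degrees C) GFP in HEPG2 cells carrying a CAGA-GFP reporter, in DMEM with 1% FBS. Well GFP was summed per cell; Activity was normalised to unstimulated and stimulated DMSO wells, then concentration-response fitting.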
EPAC2 antagonist: qHTS for Antagonist of cAMP-regulated guanine nucleotide exchange factor 2 (EPAC2): primary screen | EPAC2 GEF exchange of Rap1B-BODIPY-GDP, fluorescence | hit rate 0.18% among 360,000 | Rap guanine nucleotide exchange factor 4 (Homo sapiens), Q8WZA2 | Potency, µM (top dose mostly 114 µM), without a hit: top-dose activity, negative = inhibition, hits mostly inhibitors; note: % is set by controls: 0 for no effect and ±100 for the full control effect; nearly all actives have a fitted effect of over 45% in size; many of its hits are not listed in these tables
Target sequence (Q8WZA2 whole entry, looked up): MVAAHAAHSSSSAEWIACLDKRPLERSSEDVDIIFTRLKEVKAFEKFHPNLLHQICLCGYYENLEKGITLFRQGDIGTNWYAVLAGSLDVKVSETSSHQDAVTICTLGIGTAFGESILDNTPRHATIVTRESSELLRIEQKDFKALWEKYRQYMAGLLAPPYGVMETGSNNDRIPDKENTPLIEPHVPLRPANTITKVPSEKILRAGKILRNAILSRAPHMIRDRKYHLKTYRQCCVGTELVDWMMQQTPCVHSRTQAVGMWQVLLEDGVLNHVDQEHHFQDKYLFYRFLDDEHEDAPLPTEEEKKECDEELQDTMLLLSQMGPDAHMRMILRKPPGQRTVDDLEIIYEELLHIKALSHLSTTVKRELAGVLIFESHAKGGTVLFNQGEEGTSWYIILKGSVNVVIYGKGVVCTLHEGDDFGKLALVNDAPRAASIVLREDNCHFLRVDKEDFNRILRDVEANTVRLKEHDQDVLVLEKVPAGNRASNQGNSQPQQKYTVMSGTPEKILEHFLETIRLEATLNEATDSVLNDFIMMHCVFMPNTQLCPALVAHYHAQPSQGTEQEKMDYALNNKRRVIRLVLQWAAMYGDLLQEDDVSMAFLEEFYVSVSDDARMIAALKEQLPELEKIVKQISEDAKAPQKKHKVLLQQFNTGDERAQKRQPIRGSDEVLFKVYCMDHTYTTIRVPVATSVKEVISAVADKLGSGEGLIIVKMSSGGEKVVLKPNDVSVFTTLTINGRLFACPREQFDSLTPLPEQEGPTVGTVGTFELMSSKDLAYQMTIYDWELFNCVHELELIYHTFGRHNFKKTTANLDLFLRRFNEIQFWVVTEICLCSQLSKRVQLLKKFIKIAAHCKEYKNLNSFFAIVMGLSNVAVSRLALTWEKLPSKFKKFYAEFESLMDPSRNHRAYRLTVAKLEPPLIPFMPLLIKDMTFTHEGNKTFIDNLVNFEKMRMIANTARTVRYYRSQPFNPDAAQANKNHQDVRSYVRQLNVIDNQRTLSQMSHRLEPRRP
HepG2 tox: qHTS for Inhibitors of TGF-b: Cytotox Counterscreen; HepG2 CAGA-GFP viability, ATP luminescence, 18 h; Potency, µM (highest dose often 46.1 µM), without a hit: top-dose activity change, negative = cytotoxicity, usual class: cytotoxic; hit rate 0.76% among 410,000; AID 588856, 2011; note: some results filed as inactive show a strong effect at the top dose
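CellTiter-Glo luminescence gave cytotoxicity after 18 hours at 37 degrees C. The cells were HepG2 CAGA-GFP in 1% FBS DMEM, stimulated with 500 pg/mL TGF-beta after compound addition. %Activity was normalised to no-cell wells (complete cell-killing) and DMSO (no toxicity), and curves were fitted and classified.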
* = called active by the depositor; [ ] = another dose, or the depositor's remark. Calls come from the whole dose curve; as a rule, active = well fitted curve in the direction sought with a large enough effect; inconclusive = small, poorly fitted or top-dose-only effect, or another doubt; inactive = no such curve, though single readings can be large; an effect the other way counts as inactive or inconclusive. Potency is the fitted concentration of half-maximal effect. The list is partial (hit frequency here may not be typical).

`CCc1ccc2oc(C(=O)Nc3c(C)n(C)n(-c4ccccc4)c3=O)cc(=O)c2c1` gave A549 viability 2%, ATXN2 expr inh -22%, Nrf2 activator -0.9%, Nrf2 block -16%, S2 tox inactive, TGFb SMAD3 inh -7% and HepG2 tox 11%.
Screening COc1ccc(-c2cc(C(=O)NNC(=O)c3csc(N4CCOCC4)n3)c3ccccc3n2)cc1OC returned A549 viability 1%, ATXN2 expr inh 3%, Nrf2 activator 6.8%, Nrf2 block 6%, MCF10A rerep inconclusive, S2 tox inactive, TGFb SMAD3 inh -3%, EPAC2 antagonist 9% and HepG2 tox 6%.
`C/C(=N\NC(=O)c1cccc(S(=O)(=O)Nc2cccc(Cl)c2)c1)c1cccs1` gave A549 viability -10%, ATXN2 expr inh -5%, Nrf2 activator inconclusive, Nrf2 block 11%, MCF10A rerep inconclusive, S2 tox inactive, TGFb SMAD3 inh inconclusive, EPAC2 antagonist -1% and HepG2 tox -47%.
For O=[N+]([O-])c1ccc(-c2nn(-c3ccccc3)cc2/C=N/n2c(-c3cccs3)n[nH]c2=S)cc1 the results were A549 viability -22%, ATXN2 expr inh 22%, Nrf2 activator 0.4%, Nrf2 block inconclusive, MCF10A rerep 8%, S2 tox inactive, TGFb SMAD3 inh -1%, EPAC2 antagonist -8% and HepG2 tox -29%.
CC(=O)OCC1=C(C(=O)O)N2C(=O)[C@@H](NC(=O)Cc3ccccc3)[C@H]2SC1 was read as A549 viability 4%, ATXN2 expr inh 1%, Nrf2 activator 2.8%, Nrf2 block 4%, MCF10A rerep 10%, S2 tox inactive, TGFb SMAD3 inh -2%, EPAC2 antagonist -6% and HepG2 tox -7%.
`CCN1C=C(C(C)=O)C(=O)CC1` gave A549 viability -14%, ATXN2 expr inh 6%, Nrf2 activator 0.4%, Nrf2 block 21%, MCF10A rerep -24%, S2 tox inactive, TGFb SMAD3 inh -6%, EPAC2 antagonist -12% and HepG2 tox 1%.
For C=CCSc1cc(C)nc2c(-c3ccccc3)c(C)nn12 the results were A549 viability 3%, ATXN2 expr inh -7%, Nrf2 activator 7.0%, Nrf2 block -17%, MCF10A rerep inconclusive, S2 tox inactive, TGFb SMAD3 inh 0%, EPAC2 antagonist -7% and HepG2 tox -59%.
For COC(=O)C1=C(C)N(c2cccc(C(C)=O)c2)C(=O)C1 the results were A549 viability -2%, ATXN2 expr inh 4%, Nrf2 activator 3.0%, Nrf2 block -19%, MCF10A rerep inconclusive, S2 tox inactive, TGFb SMAD3 inh 4%, EPAC2 antagonist -3% and HepG2 tox -49%.
`CSc1nc(=O)n2cc(C)ccc2n1` gave A549 viability 0%, ATXN2 expr inh -8%, Nrf2 activator 0.1%, Nrf2 block 1%, MCF10A rerep -3%, S2 tox inactive, TGFb SMAD3 inh 7%, EPAC2 antagonist 2% and HepG2 tox 3%.
`CC(C)(C)C1CCC2(CC1)NC(=S)N(c1ccccc1)N2` (configuration not stated) gave A549 viability -3%, ATXN2 expr inh 2%, Nrf2 activator 3.2%, Nrf2 block 2%, MCF10A rerep inconclusive, S2 tox inactive, TGFb SMAD3 inh 2%, EPAC2 antagonist 0% and HepG2 tox -13%.

Reprinted at random: 2 compounds from above.
Screening COc1ccc(-c2cc(C(=O)NNC(=O)c3csc(N4CCOCC4)n3)c3ccccc3n2)cc1OC returned A549 viability 1%, ATXN2 expr inh 3%, Nrf2 activator 6.8%, Nrf2 block 6%, MCF10A rerep inconclusive, S2 tox inactive, TGFb SMAD3 inh -3%, EPAC2 antagonist 9% and HepG2 tox 6%.
`C/C(=N\NC(=O)c1cccc(S(=O)(=O)Nc2cccc(Cl)c2)c1)c1cccs1` gave A549 viability -10%, ATXN2 expr inh -5%, Nrf2 activator inconclusive, Nrf2 block 11%, MCF10A rerep inconclusive, S2 tox inactive, TGFb SMAD3 inh inconclusive, EPAC2 antagonist -1% and HepG2 tox -47%.

(next part)
`COc1ccc(C2=Nc3ccccc3NC(=O)C2N(CCc2ccccc2)C(=O)c2cccs2)cc1` (configuration not stated) gave ATXN2 expr inh 0%, Nrf2 activator 6.1%, S2 tox inconclusive, TGFb SMAD3 inh inconclusive, EPAC2 antagonist -2% and HepG2 tox 8%.
`O=C(CCCC(=O)N(CC(=O)NC1CCCC1)Cc1ccc(F)cc1)Nc1ccccn1` gave A549 viability 0%, ATXN2 expr inh -15%, Nrf2 activator -0.1%, Nrf2 block 9%, MCF10A rerep -5%, S2 tox inactive, TGFb SMAD3 inh -13%, EPAC2 antagonist 8% and HepG2 tox -7%.
O=C(C(=O)c1cc(Br)ccc1O)c1cc(Br)ccc1O was read as A549 viability -10%, ATXN2 expr inh inconclusive, Nrf2 activator 6.7%, Nrf2 block 6%, MCF10A rerep 2.6µM*, S2 tox inconclusive, TGFb SMAD3 inh 6.3µM*, EPAC2 antagonist inconclusive and HepG2 tox -35%.
Screening Cc1cc(C)c(S(=O)(=O)Nc2ccc3oc4c(c3c2)C(=O)CC(C)(C)C4)cc1C returned A549 viability 9%, ATXN2 expr inh -14%, Nrf2 activator 0.8%, Nrf2 block inconclusive, S2 tox inactive, TGFb SMAD3 inh -17% and HepG2 tox -3%.
`Cc1ccnc2c(N3C(=O)C4C5C=CC(C5)C4(C)C3=O)cccc12` (configuration not stated) gave A549 viability -11%, ATXN2 expr inh 5%, Nrf2 activator 0.2%, Nrf2 block 7%, MCF10A rerep 24%, S2 tox inactive, TGFb SMAD3 inh -13%, EPAC2 antagonist -8% and HepG2 tox -28%.
Screening Cc1ccc(C(CC(=O)c2ccc(Cl)cc2)C(=O)O)cc1 (configuration not stated) returned A549 viability 0%, ATXN2 expr inh 22%, Nrf2 activator 0.7%, Nrf2 block 21%, MCF10A rerep 3%, S2 tox inactive, TGFb SMAD3 inh 5%, EPAC2 antagonist -3% and HepG2 tox 1%.
Cc1ccnc(SC2CC(=O)N(c3ccc(C(C)C)cc3)C2=O)n1 (configuration not stated) was read as A549 viability -5%, Nrf2 activator -0.1%, Nrf2 block inconclusive, MCF10A rerep 7%, S2 tox inactive, TGFb SMAD3 inh -2%, EPAC2 antagonist 0% and HepG2 tox -3%.
O=C(NCc1ccco1)C(=O)c1cn(CC(=O)N2CCCC2)c2ccccc12 was read as A549 viability 2%, Nrf2 activator 0.1%, Nrf2 block 25%, MCF10A rerep -4%, S2 tox inactive, TGFb SMAD3 inh -3%, EPAC2 antagonist 3% and HepG2 tox 1%.
O=c1cc(-c2ccccc2Cl)oc2c(NS(=O)(=O)c3cccc4nsnc34)ccc(O)c12 was read as A549 viability inconclusive, ATXN2 expr inh -6%, Nrf2 activator -0.2%, Nrf2 block -111%, MCF10A rerep inconclusive, S2 tox inactive, TGFb SMAD3 inh inconclusive, EPAC2 antagonist 6% and HepG2 tox -33%.
`Cc1cc(=O)n(-c2ccccc2Cl)[nH]1` gave A549 viability 1%, ATXN2 expr inh 1%[11.3 µM], Nrf2 activator -0.2%, Nrf2 block -13%, MCF10A rerep -1%, S2 tox inactive, TGFb SMAD3 inh -12%, EPAC2 antagonist 2% and HepG2 tox -7%.
Screening COc1ccccc1NC(=O)N1CCN(Cc2ccc3c(c2)OCO3)CC1 returned A549 viability -3%, ATXN2 expr inh -5%, Nrf2 activator -0.4%, Nrf2 block -8%, MCF10A rerep 7%, S2 tox inactive, TGFb SMAD3 inh 7%, EPAC2 antagonist 1% and HepG2 tox 4%.
CC(=O)Nc1ccc(NC(=O)CCCN2C(=O)C(c3ccccc3)Oc3cccnc32)cc1 (configuration not stated) was read as Nrf2 activator -1.0%, S2 tox inactive, TGFb SMAD3 inh -14%, EPAC2 antagonist 9% and HepG2 tox -18%.
Screening CC(=O)c1c(N2CCN(c3ccccc3)CC2)nc(=S)n(-c2ccccc2)c1C returned A549 viability 1%, ATXN2 expr inh -5%, Nrf2 activator 5.1%, Nrf2 block -2%, MCF10A rerep 21µM*, S2 tox inactive, TGFb SMAD3 inh -1%, EPAC2 antagonist -4% and HepG2 tox 6%.
`Cc1cc2ncn(CC3CC3(Cl)Cl)c2cc1C` (configuration not stated) gave A549 viability -6%, ATXN2 expr inh -36%, Nrf2 activator 1.8%, Nrf2 block inconclusive, MCF10A rerep 19%, S2 tox inactive, TGFb SMAD3 inh 0%, EPAC2 antagonist -9% and HepG2 tox -2%.
COc1ccc(N2CCN(Cc3nc(N)nc(Nc4ccccc4OC)n3)CC2)cc1 was read as A549 viability -3%, ATXN2 expr inh -4%, Nrf2 activator 0.7%, Nrf2 block 3%, MCF10A rerep 9%, S2 tox inactive, TGFb SMAD3 inh -18%, EPAC2 antagonist -3% and HepG2 tox -8%.
For Cc1cccc(C)c1Nc1nn2c(=O)c3cc4c(cc3nc2s1)OCO4 the results were A549 viability 0%, ATXN2 expr inh 7%, Nrf2 activator -0.6%, Nrf2 block -5%[9.27 µM], S2 tox inactive, TGFb SMAD3 inh 20% and HepG2 tox 6%.
`CCOc1ccc(NC(=S)NCc2cccnc2)cc1` gave A549 viability 3%, ATXN2 expr inh -4%, Nrf2 activator -0.7%, Nrf2 block 6%, MCF10A rerep -3%, S2 tox inactive, TGFb SMAD3 inh 0%, EPAC2 antagonist 4% and HepG2 tox -70%.
Screening Cc1cc(C)cc(OCC(=O)OC/C(O)=C(\C#N)c2nc3ccccc3[nH]2)c1 returned A549 viability -3%, ATXN2 expr inh inconclusive, Nrf2 activator -0.4%, Nrf2 block -16%, MCF10A rerep 18%, S2 tox inconclusive, TGFb SMAD3 inh -6%, EPAC2 antagonist 7% and HepG2 tox -1%.
Screening N#C/C(=C/c1ccc(N2CCOCC2)c([N+](=O)[O-])c1)C(N)=O returned A549 viability 1%, ATXN2 expr inh -1%, Nrf2 activator -0.3%, Nrf2 block -9%, MCF10A rerep 20%, S2 tox inactive, TGFb SMAD3 inh -3%, EPAC2 antagonist -5% and HepG2 tox -5%.
